# M4 ag: CHRM4 agonism in calcium assay; P08173; CHO-K1 hM4/Gqi5, Fluo-8 calcium fluorescence; vehicle 0%, full acetylcholine response 100%; activation, % at 3 µM; 0.14% of 360,000 active; AID 624127;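 active = activation above the run mean over all test wells plus 3 SD, cut at about 32% in these data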;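 note: peak over basal fluorescence ratio per well then scaled between controls; 0% = DMSO wells and 100% = acetylcholine at EC100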
# M1 PAM: human CHRM1 positive allosteric modulation. CHO-K1 hM1, Fluo-8 calcium fluorescence, ACh EC20; 0% = ACh EC20, 100% = maximal ACh. activation, % at 3 µM. 0.088% of 360,000 active; in the data active = activation above about 19%, passing the limit was not always enough
# Target sequence (P11229 whole entry, looked up): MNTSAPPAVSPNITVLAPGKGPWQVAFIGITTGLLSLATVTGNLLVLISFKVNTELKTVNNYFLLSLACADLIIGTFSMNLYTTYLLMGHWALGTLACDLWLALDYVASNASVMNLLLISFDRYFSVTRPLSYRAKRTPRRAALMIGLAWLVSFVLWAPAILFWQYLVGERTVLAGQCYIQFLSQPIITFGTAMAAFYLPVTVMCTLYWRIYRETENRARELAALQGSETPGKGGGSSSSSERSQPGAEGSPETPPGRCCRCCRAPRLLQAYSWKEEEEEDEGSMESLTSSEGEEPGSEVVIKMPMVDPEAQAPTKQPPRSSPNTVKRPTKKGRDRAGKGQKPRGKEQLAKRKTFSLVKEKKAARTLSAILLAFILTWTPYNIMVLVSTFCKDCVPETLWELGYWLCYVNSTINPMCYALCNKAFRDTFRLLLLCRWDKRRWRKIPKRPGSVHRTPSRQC
# CHRM1 antagonist: blocks human M1 muscarinic receptor. CHO-K1 hM1, Fluo-8 calcium fluorescence, ACh EC80 antagonist. inhibition, % at 3 µM. P11229. 1.3% of 360,000 active;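 active = percent inhibition above its own plate's cutoff, namely the mean of that plate's compound wells plus 3 SD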;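 note: peak over basal fluorescence ratio during 140 s after agonist addition; 0% = ACh EC80 plus DMSO and 100% = DMSO alone without agonist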
# M4 PAM: potentiates acetylcholine response at human M4 receptor | activation, % at 3 µM | P08173 | CHO-K1 hM4/Gqi5, Fluo-8 calcium fluorescence, ACh EC20; 0% = ACh EC20, 100% = maximal ACh | 0.4% of 360,000 active;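 active = activation above its plate's cutoff, the mean activation of sample wells plus 3 SD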; note: some results filed as inactive read as strong as hits
# M5 ag: CHRM5 agonism in calcium assay. CHO-K1 hM5 cells, Fluo-8 calcium fluorescence; 0% DMSO wells, 100% maximal acetylcholine response. activation, % at 3 µM. AID 624037. 0.19% of 360,000 active;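 active = activation above the run's mean over test compounds plus 3 SD, cut at about 23% in these data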;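 note: signal is peak over basal fluorescence ratio across the kinetic read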
# Target sequence (P08912 whole entry, looked up): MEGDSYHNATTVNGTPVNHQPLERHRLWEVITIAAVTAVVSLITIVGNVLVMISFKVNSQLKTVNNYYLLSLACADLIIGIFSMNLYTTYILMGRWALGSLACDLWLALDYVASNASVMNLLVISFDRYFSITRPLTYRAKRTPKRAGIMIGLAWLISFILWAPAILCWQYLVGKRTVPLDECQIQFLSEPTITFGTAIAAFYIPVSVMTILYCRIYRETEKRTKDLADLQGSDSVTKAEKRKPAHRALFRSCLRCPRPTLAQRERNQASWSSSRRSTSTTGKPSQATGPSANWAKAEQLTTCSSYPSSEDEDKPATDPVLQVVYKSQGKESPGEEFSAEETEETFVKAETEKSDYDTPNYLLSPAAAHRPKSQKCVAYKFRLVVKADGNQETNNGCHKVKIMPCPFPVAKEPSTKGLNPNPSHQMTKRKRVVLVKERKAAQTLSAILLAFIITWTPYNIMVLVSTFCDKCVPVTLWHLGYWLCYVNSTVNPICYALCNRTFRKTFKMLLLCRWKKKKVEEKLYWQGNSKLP
# M5 PAM: CHRM5 positive allosteric modulation | activation, % at 3 µM | 0.3% of 360,000 active | CHO-K1 hM5, Fluo-8 calcium, ACh EC20 PAM; 0% = ACh EC20, 100% = ACh EC100 | P08912 | AID 624038;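 active = activation above the run cutoff, the mean activation of all test compounds plus 3 SD, cut at about 18% in these data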
#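 system = human M5 receptor in CHO-K1 cells | compound = one concentration, 3 µM final (nominal) | schedule = Post-acetylcholine fluorescence recording 140 s | signal = Fluo-8 calcium dye fluorescence, kinetic read | benchmarks = low control EC20 acetylcholine (0%), high control EC100 acetylcholine (100%) | repeats = singlicate, one well per test compound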
# CRFBP-R2 agonist: CRF-BP/CRF-R2 complex agonism; activation, % at 13.2 µM; 0.46% of 350,000 active; AID 588473; HEK293 CRF-R2/CRF-BP, calcium dye fluorescence (FLIPR); percent of saturating CRF peptide response;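 active = activation of at least 50%, plus an integration ratio under a set limit after plate pattern correction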;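 note: plate controls were neutral control wells without compound for no effect and CRF at EC100 for full effect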
# CHRM5 antagonist: blocks acetylcholine activation of human M5 receptor | CHO-hM5 cells, Fluo-8 calcium fluorescence, ACh EC80 | inhibition, % at 3 µM | 0.59% of 360,000 active | AID 624040;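 active = inhibition above a per-plate cutoff, the mean of that plate's test compounds plus 3 SD, cut at about 27% in these data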;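 note: 0% = acetylcholine EC80 with DMSO and 100% = DMSO without agonist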
# M4 antag: antagonists of human muscarinic M4 receptor (CHRM4); P08173; CHO-hM4 cells, ACh EC80, Fluo-8 calcium fluorescence; inhibition, % at 3 µM; 0.73% of 360,000 active;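 active = inhibition above its plate's cutoff, the mean inhibition of sample wells plus 3 SD, cut at about 27% in these data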;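 note: 0% = acetylcholine EC80 with DMSO and 100% = DMSO without agonist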
# * marks the source's active call; other numbers are inactive results; nt = no result given; & = joins results of further samples.
SMILES,M4 ag,M1 PAM,CHRM1 antagonist,M4 PAM,M5 ag,M5 PAM,CRFBP-R2 agonist,CHRM5 antagonist,M4 antag
C[C@H]1CN([C@@H](C)CO)C(=O)CCCn2nncc2CO[C@@H]1CN(C)C(=O)Nc1ccnc(N2CCOCC2)c1,0,8,-15,0,-1,-1,-1.7,0,-3
COC(=O)c1sccc1NC(=O)c1ccc(OC)c(OC)c1,1,4,-23,-7,-3,0,-1.6,-3,-11
CN(C)S(=O)(=O)c1ccc(NC(=O)c2cc3ccccc3o2)cc1,12,11,7,-1,0,0,-0.5,3,-1
Cc1ccc(/C=N\NC(=O)c2cncc(Br)c2)o1,2,7,-10,-1,0,-5,-1.0,4,7
COc1cccc(CC(=O)OCC(=O)Nc2c(C)nn(-c3ccccc3)c2C)c1,13,4,-1,1,5,-4,-1.5,-1,-11
Cc1ccc(C(=O)O)cc1-c1ccc(/C=C2\SC(=O)N(CC(=O)Nc3ccccc3)C2=O)o1,1,2,-2,4,-3,-9,8.4,0,-2
Cc1ccc(S(=O)(=O)N2CCOCC2)cc1C(=O)N1CCN(c2ccc(C(F)(F)F)cn2)CC1,10,5,1,-2,5,-6,2.4,6,4
N=C1/C(=C\c2ccc(SCc3ccccc3)o2)C(=O)N=C2SC=NN12,1,14,-1,8,1,12,6.5,-8,-1
Cc1ccc(NC(=O)COc2coc(CN3CCc4ccccc43)cc2=O)c(C)c1,1,13,-13,8,-1,4,-0.7,-2,1
CCOC(=O)c1c(C)n(CC(COC(C)=O)OC(C)=O)c2ccc(OC(C)=O)cc12 (centres undefined),0,3,4,2,1,1,-3.2,2,-3
CC(CN1CCCCCC1)C(=O)NN (centres undefined),0,16,-23,-3,-1,5,3.2,-2,-9
CCCCCNC(=O)C(c1ccc(C(F)(F)F)cc1)n1c(=O)c(-c2ccco2)nc2ccccc21 (centres undefined),0,nt,nt,5,0,6,nt,-4,-3
CCC(=O)NC(=S)NNC(=O)c1ccc([N+](=O)[O-])cc1,0,10,-6,-4,-2,-2,-2.3,9,-5
Cc1cccc(C)c1-n1nnnc1C(c1ccnc2ccccc12)N1CCOCC1 (centres undefined),0,nt,nt,-3,2,-11,nt,2,3
Cc1ccc(-c2nc3s/c(=C\c4ccco4)c(=O)n3n2)cc1,1,5,-5,5,1,3,1.8,-7,2
CCC(=O)N(Cc1cc2cc(OC)ccc2[nH]c1=O)c1cccc(C)c1,0,11,-14,6,1,1,9.0,3,-4
COC(=O)C1=CN(c2ccc(Oc3ccccc3)cc2)C(N)=C(C#N)C1c1cccc(F)c1 (centres undefined),4,nt,nt,-9,0,-10,nt,10,-7
CS(=O)(=O)c1ccc(NCCc2ccccn2)c([N+](=O)[O-])c1,2,9,-13,0,1,-4,0.4,14,4
Cn1cc(/C=C(\NC(=O)c2ccccc2)C(=O)NCCN2CCOCC2)c2ccccc21,5,11,-8,-3,-2,4,1.0,5,-15
Cc1ccc(-c2nn(-c3ccccc3)cc2NC(=O)c2ccccc2)cc1,-2,4,-1,-6,-1,-8,2.1,3,-1
Cc1ccccc1C(=O)NCC(=O)OC1CCCCC1=O (centres undefined),1,7,-6,7,2,-2,4.8,2,5
COc1ccc(CC(NC(C)=O)C(=O)NC2CCN(C(=O)c3ccccc3F)CC2)cc1 (centres undefined),1,4,-6,-5,-2,2,-2.0,8,-2
Cc1ccc(S(=O)(=O)N2CCOCC2)cc1C(=O)N1CC(C)CC(C)C1 (centres undefined),1,7,-15,5,8,4,-1.0,-5,2
CC(=O)Nc1ccc(S(=O)(=O)N[C@@H](C)C(=O)NC2CCCc3ccccc32)cc1 (some centres undefined),1,2,2,-3,-1,-2,0.0,10,5
CCOC(=O)c1sc(N)c(C(N)=O)c1C,0,13,-6,2,-2,-2,0.3,10,-6

# In the list so far, these contain a CF3 group:
SMILES,M4 ag,M1 PAM,CHRM1 antagonist,M4 PAM,M5 ag,M5 PAM,CRFBP-R2 agonist,CHRM5 antagonist,M4 antag
Cc1ccc(S(=O)(=O)N2CCOCC2)cc1C(=O)N1CCN(c2ccc(C(F)(F)F)cn2)CC1,10,5,1,-2,5,-6,2.4,6,4
CCCCCNC(=O)C(c1ccc(C(F)(F)F)cc1)n1c(=O)c(-c2ccco2)nc2ccccc21 (centres undefined),0,nt,nt,5,0,6,nt,-4,-3

# Going on with the list.
SMILES,M4 ag,M1 PAM,CHRM1 antagonist,M4 PAM,M5 ag,M5 PAM,CRFBP-R2 agonist,CHRM5 antagonist,M4 antag
Cc1cc(/C=N/O)c(C)n1-c1ccccc1,1,2,5,6,-3,-1,0.3,-2,-5
CCOc1cccc(-c2ccc3nncn3c2)c1,1,5,-8,1,0,-3,nt,6,-4
CCCCn1nnnc1NCc1ccc(C)s1,-1,8,-5,-6,-2,3,0.1,0,10
O=C(COC(=O)/C=C/c1cccc(Br)c1)NC1CC1,1,5,-9,7,5,8,-1.2,-2,-4
COc1ccc(CN2CCCC(CO)(Cc3ccc(F)cc3)C2)cc1C (centres undefined),3,6,-10,-10,-4,-2,0.1,2,0
CC(Sc1nnc(C2CC2)n1-c1ccccc1)C(=O)N1CCCC1 (centres undefined),1,14,-16,7,1,-2,2.0,1,-10
CCCCn1c(N)c(N(CCC(C)C)C(=O)c2oc3ccc(OCC)cc3c2C)c(=O)[nH]c1=O,2,20,-19,10,0,0,-1.1,5,-12
COC(=O)[C@H](Cc1ccc(O)cc1)NC(=O)Cn1cnc(C(=O)Nc2ccc(C)c(C)c2)n1,0,3,-9,2,0,-2,-2.9,10,-3
COc1cc(-c2c(NC(=O)c3ccco3)oc3ccc(Cl)cc3c2=O)cc(OC)c1OC,3,2,-7,-4,2,0,-0.6,-1,-6
Nc1nc(-c2ccccc2)cc(-c2ccccc2O)n1,3,3,-2,4,-2,0,0.8,2,-4
CCC(Cc1ccccc1)n1c(=S)[nH]c2ccccc2c1=O (centres undefined),0,-4,4,-3,-8,-7,2.6,7,-1
CC1Sc2ccc(S(=O)(=O)CCC(=O)N3CCN(c4cccc(Cl)c4)CC3)cc2NC1=O (centres undefined),25,-16,46*,-13,6,-15,0.1,25,24
CCOC(=O)N1CCC(Nc2c(NCCN3CCN(c4ccccc4F)CC3)c(=O)c2=O)CC1,0&-1,10&13,-15&-17,7&4,-2&0,5&-3,2.5&-0.8,10&2,-7&-4
CCOC(=O)C(CC(C)C)CP(=O)(O)CNC(=O)OCc1ccccc1 (centres undefined),0,-1,-8,5,-1,2,3.2,0,-3
O=C(/C=C/c1cccs1)Nc1ccc(N2CCOCC2)c(S(=O)(=O)Nc2ccccc2Cl)c1,0,-6,13,-3,-3,-10,2.4,5,10
CSc1nnc(-c2cc(-c3ccc(C)cc3)nc3ccccc23)o1,0,4,-4,3,-1,4,0.3,4,2
C=CCOC(=O)C1=C(C)NC(C)=C(C(=O)OCC=C)C1/C=C/c1ccccc1,1,-2,5,-4,-9,-19,-1.2,5,9
CCCCN(CCCC)CC(O)COc1ccccc1Br (centres undefined),2,10,1,6,-1,-2,-1.2,1,3
COC(=O)[C@@H](NC(=O)NCc1ccco1)C(C)C,1,9,-13,8,0,-2,-1.3,-2,-3
Cc1cccc(N(C(=O)c2snc(C(N)=O)c2N)C(C(=O)NCc2ccccc2)c2ccncc2)c1 (centres undefined),-1,4,-7,-7,-2,-4,0.4,14,7
Cc1cccc(NC(=O)[C@H](NC(=O)[C@@H]2Cc3ccccc3CN2)c2ccccc2)c1,5,-5,9,1,-1,-6,-0.2,10,12
CCCCN(C)Cc1c(C)[nH]c2ccc(OCC)cc2c1=O,1,13,2,8,6,0,-2.3,10,-2
COc1ccccc1NC(=O)N1CCC(c2nc3cc(C)c(C)cc3[nH]2)CC1,4,3,-8,9,-5,8,-6.2,-11,-20
Cc1ccc(N2C(=O)NC3(CCCCC3)C2=O)cc1,0,4,-16,0,-3,-2,0.7,-2,0
O=C(NNc1ccccc1)C(=O)NNS(=O)(=O)c1ccc([N+](=O)[O-])cc1,1,2,4,2,0,4,2.3,-1,-2
# Later entries
SMILES,M4 ag,M1 PAM,CHRM1 antagonist,M4 PAM,M5 ag,M5 PAM,CRFBP-R2 agonist,CHRM5 antagonist,M4 antag
O=C(NC1CCCCC1)[C@H](CSCc1ccccc1)N1Cc2ccccc2C1=O,0,5,-10,-3,0,-4,-0.5,4,-1
CCCC1C2C(=O)N(c3ccc(OC)cc3)C(=O)C2ON1c1ccccc1 (centres undefined),2,-1,4,3,-1,-4,-3.0,1,0
O=C(O)COc1ccc(/C=N/NC(=O)c2cccc3ccccc23)cc1,0,16,-10,7,-5,10,-0.3,-2,-10
CCCC#CCN1CCN(C23CC4CC(CC(C4)C2)C3)CC1,1,-25,47*,-11,-7,-12,0.2,15,28*
CN(Cc1ccccc1)S(=O)(=O)c1ccc(NC(=S)NC(=O)C2CCCC2)cc1,1,-14,22,-27,-4,-19,1.0,10,15
CCOC(=O)c1c(C)n(C)c2ccc(OC)c(NC(=O)CN3CCC4(CC3)OCCO4)c12,3,0,0,-5,2,-3,-1.5,2,6
Cn1ccnc1SCCNC(=O)CCc1nnc(CCc2ccccc2)o1,2,11,-8,8,0,9,-1.0,-10,-9
NC1=NC(=O)/C(=C/c2ccc(-c3ccc(S(N)(=O)=O)cc3)o2)S1,0,8,-7,16,-2,-3,-1.3,4,-12
CCCCC(CC)C(=O)Nc1ccc(S(=O)(=O)Nc2nccs2)cc1 (centres undefined),1,2,3,16,3,9,2.4,4,16
c1nc(NCc2ccc3c(c2)OCO3)c2cc(-c3ccc4c(c3)OCCO4)ccc2n1,0,-17,21,-10,-11,-7,5.8,13,6
O=C(/C=C/c1ccoc1)c1ccccc1O,1,13,-7,0,-1,1,0.4,-1,4
CN(C)S(=O)(=O)c1cc(NC(=O)COC(=O)c2nc(Cl)ccc2Cl)ccc1Cl,14,-8,7,-6,0,-13,-4.5,19,-1
Cc1nc(SC2CC(=O)N(c3ccccc3)C2=O)n[nH]1 (centres undefined),3,-2,3,6,2,3,0.0,-19,-19
CCCc1cc(=O)oc2cc(OC3CCCCC3=O)ccc12 (centres undefined),2,7,-15,-1,-5,-2,-1.6,6,-3
Cc1oc(-c2ccc(Cl)cc2)cc1C(=O)N1CCC1(C)C(=O)O (centres undefined),1,9,-14,3,0,1,nt,-2,-2
Cc1ccc(C)c(OCC(=O)N(Cc2nnc(-c3ccccc3Cl)o2)C2CC2)c1,6,-6,17,-1,-1,-4,-0.6,9,-7
CC/C(=N/NS(=O)(=O)c1ccc(Cl)cc1)c1ccc(O)cc1,0,-5,-3,8,-4,6,0.0,-3,-5
O=C(COc1ccc(Cl)cc1)Nc1nnc(S(=O)(=O)N2CCCCCC2)s1,1,13,-8,4,6,-1,29,-3,-7
Cc1nc2ncnn2c(C)c1CCC(=O)N1CCc2ccccc21,1,7,-11,13,-3,-5,0.7,-4,-1
CCOc1ccc(C(=O)OCC(=O)Nc2cc(C)on2)cc1OCC,1,-1,8,0,-1,5,0.9,-3,6
CC(=O)c1cccc(NC(=O)CN(c2ccccc2F)S(C)(=O)=O)c1,0,-3,-1,-3,0,0,-1.8,1,4

# Entries listed so far that bear a hit mark in CHRM1 antagonist:
SMILES,M4 ag,M1 PAM,CHRM1 antagonist,M4 PAM,M5 ag,M5 PAM,CRFBP-R2 agonist,CHRM5 antagonist,M4 antag
CC1Sc2ccc(S(=O)(=O)CCC(=O)N3CCN(c4cccc(Cl)c4)CC3)cc2NC1=O (centres undefined),25,-16,46*,-13,6,-15,0.1,25,24
CCCC#CCN1CCN(C23CC4CC(CC(C4)C2)C3)CC1,1,-25,47*,-11,-7,-12,0.2,15,28*
